# Assay outcomes from PubChem BioAssay.
# CHRM1 agonist: human M1 muscarinic receptor agonists, primary screen, Fluo-8 calcium fluorescence, CHO-K1 cells, HTS; Muscarinic acetylcholine receptor M1 (Homo sapiens), P11229; CHO-K1 hM1, agonist mode; 0% DMSO, 100% acetylcholine EC100; activation, % at 3 µM; 360,000 compounds, 0.33% hits;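 active = activation above the run's mean compound activation plus 3 SD, cut at about 16% in these data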;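 also: peak over basal fluorescence ratio within a 140 s kinetic read after compound addition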
# Target sequence (P11229 whole entry, looked up): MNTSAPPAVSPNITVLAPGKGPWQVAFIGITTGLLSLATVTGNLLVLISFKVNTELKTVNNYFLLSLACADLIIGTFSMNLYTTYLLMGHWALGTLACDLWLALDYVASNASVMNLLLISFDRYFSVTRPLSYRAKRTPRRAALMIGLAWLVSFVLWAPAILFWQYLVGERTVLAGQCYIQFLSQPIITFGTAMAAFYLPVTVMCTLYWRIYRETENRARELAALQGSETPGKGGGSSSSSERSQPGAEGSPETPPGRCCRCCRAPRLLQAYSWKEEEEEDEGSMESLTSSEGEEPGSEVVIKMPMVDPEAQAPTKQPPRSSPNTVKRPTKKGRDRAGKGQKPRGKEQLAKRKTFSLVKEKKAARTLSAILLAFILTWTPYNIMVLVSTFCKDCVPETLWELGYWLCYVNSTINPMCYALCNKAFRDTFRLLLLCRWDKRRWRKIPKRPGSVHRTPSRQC
# CHO-K1 Ca ag: counter-screen for M1 agonists: effect in parental CHO-K1 cells. Fluo-8 calcium fluorescence; scaled to maximal ATP response, vehicle zero. 360,000 compounds, 0.48% hits. activation, % at 3 µM; in the data active = activation above about 15%;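 also: untransfected CHO-K1 host cells lacking M1 receptor as counterscreen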
# TAAR1 antagonist: human TAAR1 antagonists, primary screen, Fluo-8 calcium fluorescence, CHO RD-HGA16 cells. Trace amine-associated receptor 1 (Homo sapiens), Q96RJ0. antagonist. inhibition, % at 3 µM. 360,000 compounds, 1.5% hits;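 active = inhibition above a per-plate cutoff, the mean inhibition of test compounds on that plate plus 3 SD, cut at about 49% in these data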;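 also: 0% = DMSO plus EC80 beta-PEA response and 100% = DMSO alone without agonist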
#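 Test system – hTAAR1-expressing CHO RD-HGA16 cells, Gα16-coupled · Also added – β-PEA at EC80 concentration, post-compound challenge · Compound – 3 µM, single point · Incubation – dye loading 75 min at 37 °C, then 30 min room temperature · Measured by – Fluo-8 intracellular calcium dye fluorescence, real-time kinetic reads · Benchmarks – vehicle and agonist controls · Replicates – singlicate, one well per test compound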
# V1aR counter: agonists of human V1a receptor, primary screen, counter-screen for OXTR agonist project, fluorescence, CHO-V1R cells; activation, % at 3 µM; Fluo-8 calcium fluorescence, agonist mode; 0% DMSO, 100% 3 nM vasopressin; 320,000 compounds, 0.25% hits;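 active = activation above the mean activation of all tested compounds plus 3 SD, per screening run, cut at about 20% in these data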;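 also: signal is peak over basal fluorescence ratio across a 100 second FLIPR read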
# Target sequence (P37288 whole entry, looked up): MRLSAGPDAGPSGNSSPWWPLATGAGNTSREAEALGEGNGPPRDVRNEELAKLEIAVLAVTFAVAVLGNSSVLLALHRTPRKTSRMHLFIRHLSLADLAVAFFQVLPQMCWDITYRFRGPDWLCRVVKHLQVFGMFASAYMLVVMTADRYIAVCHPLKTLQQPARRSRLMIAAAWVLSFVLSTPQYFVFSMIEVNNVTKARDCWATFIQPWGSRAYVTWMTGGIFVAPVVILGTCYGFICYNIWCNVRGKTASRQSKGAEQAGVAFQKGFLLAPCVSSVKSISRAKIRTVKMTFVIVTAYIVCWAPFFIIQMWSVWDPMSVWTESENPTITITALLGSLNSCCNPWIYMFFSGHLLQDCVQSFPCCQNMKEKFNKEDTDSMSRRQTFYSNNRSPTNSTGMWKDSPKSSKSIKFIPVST
# OXTR potentiate: human OXTR potentiators, primary screen, fluorescence, CHO-OTR cells, Fluo-8 calcium | 320,000 compounds, 0.061% hits | activation, % at 3 µM | Oxytocin receptor (Homo sapiens), P30559 | AID 2445, 2010 | Fluo-8 calcium fluorescence, potentiator mode; 0% = oxytocin EC15, 100% = EC100;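 active = activation above that plate's cutoff, the mean activation of tested compounds plus 3 SD, cut at about 6.6% in these data, passing the limit was not always enough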;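 also: 100% uses oxytocin at 75 nM as the full agonist control; some results filed as inactive read as strong as hits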
#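 Material: human OTR in CHO cells. Compound: 3.0 µM, one dose. Timing: compound 6 min at room temperature before oxytocin, 100 s read. Evaluation: % activation of max/min ratio relative to oxytocin controls. Replication: single well per compound, singlicate. Signal: Fluo-8 calcium dye fluorescence.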
# CHO parental Ca: ATP-evoked calcium signal inhibitors, parental CHO, primary screen, counter-screen for OX1R antagonist project, cell-based, fluorescence, Fluo-8 calcium dye | AID 463079, 2010 | inhibition, % at 5.6 µM | 330,000 compounds, 0.63% hits | parental CHO-K1, ATP-induced calcium, Fluo-8 fluorescence;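 active = inhibition above that plate's mean sample inhibition plus 3 SD, cut at about 26% in these data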;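 also: 0% = ATP-challenged DMSO wells and 100% = DMSO wells without ATP; some compounds past the cut are filed as inactive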
#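 Assay system – parental CHO cells · Reagent – ATP stimulus · Detection – intracellular calcium via Fluo-8 no-wash fluorescent dye · Evaluation – percent inhibition of ATP-evoked calcium rise, normalized to controls · Controls – ATP wells versus no-ATP DMSO wells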
# CHO-K1 Ca antag: nonselective inhibitor or artifact in parental CHO-K1 cells | 360,000 compounds, 0.6% hits | inhibition, % at 3 µM | ATP-induced calcium, Fluo-8 fluorescence;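 active = inhibition above a per-plate cutoff, the plate's mean sample inhibition plus 3 SD, cut at about 24% in these data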;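 also: 0% = DMSO plus EC80 ATP and 100% = DMSO alone without ATP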
# TAAR1 agonist: human TAAR1 agonists, primary screen, Fluo-8 calcium fluorescence, CHO RD-HGA16 cells. Trace amine-associated receptor 1 (Homo sapiens), Q96RJ0. activation, % at 3 µM. 360,000 compounds, 0.99% hits. vehicle wells 0%, saturating PEA agonist 100%;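 active = activation above the mean activation of all test compounds in the run plus 3 SD, cut at about 38% in these data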
#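 System: CHO RD-HGA16 cells carrying human TAAR1 plus Gα16; Incubation: 17-24 h seeding, 75 min 37 °C dye, 30 min RT; Measured by: Fluo-8 fluorescence, 5 s baseline then 140 s kinetic read; Control set: DMSO and PEA EC100; Replication: single well for each compound.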
# CHO-K1 Ca PAM: nonselective calcium activators in parental CHO-K1 cells, primary screen, counter-screen for M1 PAM project, cell-based, Fluo-8 calcium fluorescence, full deck, 1536-well | ATP EC20; 0% at ATP EC20, 100% at ATP max | activation, % at 3 µM | 360,000 compounds, 0.02% hits | AID 602247, 2012;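 active = activation above the run cutoff, the mean activation of all test compounds plus 3 SD, cut at about 40% in these data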;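 also: peak over basal fluorescence ratio in a 140 s read after ATP addition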
# Starred values were filed as active, the others as inactive; nt = not tested or not shown.
# Results follow in this order: CHO parental Ca	CHO-K1 Ca ag	TAAR1 antagonist	CHO-K1 Ca PAM	CHRM1 agonist	CHO-K1 Ca antag	OXTR potentiate	V1aR counter	TAAR1 agonist
- COc1ccc(NC(=O)COC(=O)c2ccc(-n3cnnn3)cc2)c([N+](=O)[O-])c1
    -5	-0.1	-5	-8	-2	-9	0	-0.2	2
- CCCOc1ccc(CCc2n[nH]c(=S)n2Cc2ccccc2)cc1
    -4	6.5	51*	15	-4	2	-13	3.1	0
- O=C1CSc2ccc(S(=O)(=O)NCc3ccccc3)cc2N1
    3	1.1	-8	2	1	12	-4	1.3	3
- CCCCCCn1c(SCCOC)nc2c1c(=O)[nH]c(=O)n2C
    -12	0.4	-16	35	-3	-20	-4	0.1	0
- COc1cc(OC)cc(-c2c(C#Cc3ccsc3)c3cc(-c4cccc5[nH]ccc45)ccc3n2C)c1
    0	0.2	4	9	-2	-13	-5	-0.8	9
- CCOc1ccccc1OCCCC(=O)N(CC)CC(=O)Nc1ccc(NC(C)=O)cc1
    -15	0.5	-7	-5	-2	-1	-6	-0.1	5
- CCc1noc(C)c1C(=O)OCC(=O)c1ccc(NC(=O)CC(C)C)cc1
    nt	7.7	-23	-16	6	10	nt	nt	7
- CCCN(CCO)CCCc1ccccc1
    -11	0.6	8	10	-5	-3	1	1.7	3
- Cc1cc(=O)[nH]c(N/N=C/c2ccc(-c3ccc([N+](=O)[O-])cc3)o2)n1
    -4	1.6	12	-2	-1	-16	-6	1.1	-1
- N#CCCNc1ccc(OCCC#N)cc1
    -9	0.2	7	23	-3	-9	-10	-0.2	5
- COC(=O)c1sccc1N/N=C/c1cccc(OC)c1O
    -11	2.0	16	1	-3	-1	-3	-1.5	6
- O=C1SCCC1NS(=O)(=O)c1ccccc1[N+](=O)[O-] (configuration not stated)
    -7	0.4	-4	18	-8	4	-7	1.1	3
- C[C@@H]1C=C(C(=O)NCc2nc3ccccc3[nH]2)O[C@H](OCc2ccc(CO)cc2)C1
    -10	10	15	-5	0	-14	-10	4.1	11
- CCOC(=O)CNC(=O)Cn1cnc2c(cnn2-c2ccc(C)cc2)c1=O
    -3	0.1	-22	-13	-3	8	-11	-0.8	1
- CC(=O)n1cc([C@@H]2C=C(C(=O)O)O[C@H](OCc3ccc(CO)cc3)C2)c2ccccc21
    -9	0.1	-6	-18	-2	-8	-8	0.2	2
- O=C(Nc1ccccn1)N1CCOCC1
    -9	0.4	-3	4	-5	-8	-3	1.1	10
- CC(C)(C)N(Cc1ccccc1)C(=O)COC(=O)/C=C/c1ccc2c(c1)OCO2
    -20	0.6	1	9	-1	-13	1	-0.2	1
- O=C(c1ccco1)N1CCC(c2ccccc2)C1 (configuration not stated)
    -15	-0.2	0	1	-3	-5	1	0.9	18
- O=C(COc1ccccc1O)N1CCN(C(=O)c2ccco2)CC1
    -9	-0.1	2	-5	0	10	2	0.2	8
- O=S(=O)(c1ccc(F)c(F)c1)N1CCN(CCc2ccccc2)CC1
    -9	0.8	5	14	-5	-14	-6	0.9	5
- O=c1cc(O)c2ccccc2[nH]1
    -15	0.5	-17	14	-6	0	3	0.8	1
- COc1ccc(C2CC(=O)C3=C(C2)Nc2ccccc2N(C(=O)CCC(=O)O)C3c2ccc(F)cc2)cc1 (configuration not stated)
    -7	0.1	0	2	-4	-10	-3	-0.2	14
- COc1ccc(/C=C/C(=O)C23CC4CC(CC(C4)C2)C3)cc1CN1CCOCC1
    -16	1.3	-15	25	-10	-11	-9	-0.8	4
- O=C(Nc1c2c(nn1-c1ccc(F)cc1)CS(=O)C2)c1ccc(Br)o1 (configuration not stated)
    -4	1.3	-9	16	-2	-12	-14	0.8	1
- CC(NC(=O)c1cccc(C(F)(F)F)c1)C(c1ccccc1)N1CCOCC1 (configuration not stated)
    -2	-0.1	-1	-5	-9	-3	-4	-1.4	2
- COc1ccc(NC(=O)c2sc(=O)n(Cc3ccc(F)c(Cl)c3)c2C)cc1OC
    nt	1.2	1	21	1	-7	nt	nt	6
- O=C(O)c1cc(S(=O)(=O)N2CCOCC2)c[nH]1
    -4	0.6	-2	1	-2	2	3	1.1	1
- Cc1ccc(S(=O)(=O)NN2C(=O)/C(=C\c3ccc(Cl)cc3)SC2=S)cc1
    -3	0.2	12	-1	-4	9	-2	0.5	0
- CCC(C(=O)Nc1ccsc1C(=O)OC)c1ccccc1 (configuration not stated)
    -15	-0.9	-48	14	-1	-13	-4	-1.6	0
- Cc1ccc(NC(=O)COC(=O)c2ccc(Cl)cc2)cc1S(=O)(=O)N(C)C
    -11	5.6	9	20	-3	-15	-9	2.8	3
- Cc1ccc(NS(=O)(=O)c2ccc(F)cc2)nc1
    -4	0.7	-4	14	1	-13	-6	-0.2	0
- COc1cc(-c2ccc(Nc3ccccc3C(=O)O)c(OC)c2)ccc1Nc1ccccc1C(=O)O
    nt	0.1	0	6	-1	-5	nt	nt	0
- Cc1ccc(C)c(NC(=O)COC(=O)COc2cccc3c2OC(C)(C)C3)c1
    -11	-0.2	-7	-13	-3	4	-10	-1.2	-1
- OC(Cc1ccccc1)c1ncc(-c2ccc3ccccc3c2)[nH]1 (configuration not stated)
    nt	3.1	nt	9	-1	-1	nt	nt	nt
- COc1ccccc1CNc1ccc2nnc(CCNC(=O)c3ccccc3)n2n1
    -21	1.1	0	-7	-4	-7	5	-0.8	1
- CC(C)(C)OC(=O)[C@H](Cc1ccccc1)NC(=O)c1nc[nH]c1C(=O)NCC(=O)OCc1ccccc1
    -25	0.0	35	-14	-3	-5	-13	-0.4	3
- O=C(NNC(=O)c1ccc2[nH]c(=O)c(=O)[nH]c2c1)c1cccc(Br)c1
    -8	-0.1	-4	16	0	-14	-8	1.1	16
- COc1ccccc1N1CCN(/N=C/c2ccc(Cl)c([N+](=O)[O-])c2)CC1
    8	1.3	21	-5	1	2	-14	5.6	-1
- COCCN1C(=O)/C(=C/c2ccc(Oc3ccc([N+](=O)[O-])cn3)c(OC)c2)SC1=Nc1ccccc1
    -6	-0.2	-2	-3	-4	-1	4	0.8	3
- O=C(CNc1cccc2ccccc12)N/N=C/C(Br)=C/c1ccccc1
    -13	0.5	-2	20	-3	-16	-5	0.1	5
- COC(=O)CC(c1ccc(C#N)cc1)n1c(C)ccc1C (configuration not stated)
    3	0.9	3	-4	-3	-11	5	1.2	0
- O=C(O/N=C1\CCCc2ccccc21)c1cccs1
    -13	-0.4	-13	26	-6	-19	-2	-1.6	6
- COc1ccc(CC(=O)Nc2cc(S(=O)(=O)N3CCOCC3)ccc2N2CCCC2)c(OC)c1
    nt	-0.4	-7	-8	-1	-5	nt	nt	0
- CC(=O)OC[C@@H]1CN(Cc2ccccc2)C[C@H](n2cnc3c(N4CCCC4)ncnc32)O1
    nt	1.3	-13	17	-2	-4	nt	nt	2
- CCOC(=O)c1c(C)[nH]c(C(=O)OCC(=O)c2ccc(OC)cc2OC)c1C
    -26	-0.1	3	3	-5	21	0	-0.1	4
- O=S(=O)(Cc1cc(NCc2ccccc2)nc(-c2ccncc2)n1)c1ccccc1
    -7	-0.1	9	9	-7	-10	6	-0.7	1
- CCCCCCn1c(=O)n2n(c1=O)[C@@H]1CN(S(=O)(=O)c3ccc(C)cc3)C[C@]1(O)[C@@H](OC(=O)NC1CCCC1)C2
    nt	-0.5	8	-7	-1	-2	nt	nt	1
- CC1=C(C(=O)Nc2cc(-c3cccc(F)c3)[nH]n2)C2(CCCCC2)OC1=O
    -5	1.2	-8	-6	-1	7	-3	2.8	0
- CC(=O)Cc1nsc(NC(=O)c2ccc(Br)o2)n1
    -8	0.6	1	15	-1	-11	5	0.5	1
- Cc1ccc(NC(=S)N(Cc2cccc(Br)c2)CC2CCC(C(=O)O)CC2)cc1Cl (configuration not stated)
    -15	-0.4	2	-16	-2	11	-11	-0.3	20
- CN1CCN(c2ccc(-c3cc(NC=O)c4ncc(-c5ccc(F)cc5)n4c3)cc2)CC1
    nt	1.2	-9	0	-7	-11	nt	nt	3
- O=C(NCc1ccc(Cl)cc1)c1cc2ccccc2oc1=O
    nt	0.4	-17	3	-1	1	nt	nt	-1
- CCOC(=O)c1nn(-c2ccc(F)cc2)c(=O)cc1OCC(=O)Nc1ccc(F)c(F)c1
    -5	0.5	-20	5	-2	-10	-6	-0.6	2
- CC(=O)NC(Cc1cc(C)ccc1C)C(=O)N1CCN(C(=O)c2ccccc2Br)CC1 (configuration not stated)
    -7	0.3	5	10	-1	-15	-10	-0.1	0
- Cc1ccc(NC(=S)N(CCN2CCOCC2)Cc2ccccc2F)cc1
    -8	3.2	-25	16	-4	-8	2	0.3	-1
- Cc1cc(C)nc(NS(=O)(=O)c2ccc(Br)cc2)n1
    -9	1.6	-2	20	-4	-3	-2	-0.1	3
- O=C(COC(=O)c1ccc(O)cc1O)NNC(=O)c1cccs1
    -12	1.7	-11	2	-1	4	1	0.0	10
- CC(=O)NNc1nc(-c2ccccc2)c2cc(Br)ccc2n1
    -13	0.4	-11	10	-3	-7	-10	-0.3	15
- C[C@@]12C(=O)Nc3ccccc3C(=O)N1[C@H]1c3cc(Br)ccc3OC[C@@H]1[C@@H]2c1ccccc1
    -7	0.4	2	7	-6	-27	-13	0.7	0
- CN(c1ccccc1)C(c1ccc(F)cc1)c1nnnn1CC1CCCO1 (configuration not stated)
    -15	-0.1	1	16	-6	-9	1	-2.1	6
- COc1ccc(NS(=O)(=O)c2ccc(C)c(NC(=O)C3CCCO3)c2)cc1 (configuration not stated)
    -17	1.5	-9	8	0	-15	-4	0.9	3
